RAD52 inh – RAD52 (human) annealing inhibition; 360,000 compounds, 0.46% hits; recombinant RAD52 DNA annealing, FRET fluorescence; P43351; inhibition, % at 18.7 µM; AID 651710;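 active = every replicate showing at least 50% inhibition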
ARNT-TACC3 inh – ARNT/TACC3 interaction disruption; inhibition, % at 9.99 µM; AlphaScreen His-ARNT PAS-B/GST-TACC3 binding, luminescence; TACC3 fragment carries E629A point mutation; Q9Y6A5; 390,000 compounds, 0.66% hits;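 active = mean inhibition of replicates at least 50% and at least half of replicates each reaching 50%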;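 note: 0% = complete ARNT plus TACC3 wells and 100% = ARNT alone without TACC3; many hits fall short of the cut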
esBAF inh – inhibitors of esBAF chromatin remodeling in mouse ES cells; Bmi1-luciferase knock-in reporter, 24 h; 100% = twice the neutral-well signal; reporter increase, % at 12.5 µM; 350,000 compounds, 2% hits; AID 602393; in the data active = activation above about 40%;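 note: 0% = median of the plate's neutral control wells and 100% = double that signal; a rise in the Bmi1 reporter signal indicates esBAF inhibition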
E-sel inducer – induces E-selectin expression in human endothelial cells. P16581. HUVEC E-selectin immunofluorescence imaging; normalized: neutral wells 0, TNF-alpha wells 100. activation, % at 7.58 µM. 260,000 compounds, 0.37% hits;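 active = mean E-selectin-positive cell signal at least 10% of the positive control, reached in at least 60% of replicates, without over 20% cell loss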;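 note: in these data hits start at about 27%; measured in HUVEC primary endothelial cells; signal is the percent of cells scored E-selectin positive by PE staining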
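Material: HUVEC primary endothelial cells; Amount: 3,000 cells per well; Dosing: single concentration; Medium: EGM-2 growth medium on 0.1% gelatin-coated wells; Read-out basis: percent E-selectin-positive cells; Signal: immunofluorescence imaging; Control set: TNF-alpha, DMSO.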
ERp5 block – ERp5 (human) disulfide isomerase inhibition; inhibition, % at 9.99 µM; ERp5 insulin aggregation, absorbance 650 nm, 90 min; Q15084; 350,000 compounds, 0.05% hits;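 active = mean replicate inhibition above about 25%, with every replicate also reaching it, limit read from the data, passing the limit was not always enough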
Target sequence (Q15084 whole entry, looked up): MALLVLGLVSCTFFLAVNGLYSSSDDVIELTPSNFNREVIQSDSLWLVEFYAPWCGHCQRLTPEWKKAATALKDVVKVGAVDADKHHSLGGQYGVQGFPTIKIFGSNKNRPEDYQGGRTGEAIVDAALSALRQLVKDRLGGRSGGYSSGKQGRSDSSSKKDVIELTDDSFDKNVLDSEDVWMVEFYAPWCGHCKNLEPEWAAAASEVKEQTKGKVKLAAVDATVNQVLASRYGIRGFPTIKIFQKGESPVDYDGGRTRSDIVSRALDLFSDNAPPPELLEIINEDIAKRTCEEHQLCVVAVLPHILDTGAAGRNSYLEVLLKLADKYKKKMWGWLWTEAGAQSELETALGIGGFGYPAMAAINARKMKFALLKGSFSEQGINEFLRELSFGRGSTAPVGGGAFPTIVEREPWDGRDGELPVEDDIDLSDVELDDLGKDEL
Casp6 inh – inhibitors of human caspase-6 | 350,000 compounds, 0.53% hits | purified caspase-6, Z-VEID-R110 cleavage fluorescence | AID 686996 | inhibition, % at 12.5 µM;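 active = mean inhibition across replicates at least about 35%, with every replicate also reaching that limit, limit read from the data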;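 note: 0% = median of neutral control wells and 100% = no fluorescence left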
Target sequence (P55212 24-179 limits assumed): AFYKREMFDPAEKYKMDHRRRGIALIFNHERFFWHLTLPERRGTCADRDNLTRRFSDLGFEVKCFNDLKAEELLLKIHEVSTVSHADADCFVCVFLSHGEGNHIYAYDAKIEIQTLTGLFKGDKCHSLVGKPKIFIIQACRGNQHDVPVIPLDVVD
Target sequence (P55212 194-293 limits assumed): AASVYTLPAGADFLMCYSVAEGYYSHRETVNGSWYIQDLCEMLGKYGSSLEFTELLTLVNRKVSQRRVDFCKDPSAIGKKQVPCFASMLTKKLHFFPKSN
PglD inh – blocks C. jejuni PglD acetyltransferase activity. 360,000 compounds, 0.098% hits. purified PglD enzyme, DTNB colorimetric CoA detection. inhibition, % at 12.5 µM. AID 602405; in the data active = inhibition above about 16%, passing the limit was not always enough; note: strong numbers were not always called active
RAD54 branch – RAD54 (human) branch migration inhibition. 360,000 compounds, 0.14% hits. AID 602329. Q92698. RAD54 Holliday junction branch migration, FAM/BHQ fluorescence. inhibition, % at 10.4 µM;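 active = mean normalized replicate activity at least 40 and at least half of replicates scoring 40 or more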;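 note: 0% = median of neutral control wells and 100% = median of positive control wells; inhibitors cause a drop in the FAM fluorescence signal; in these data hits start at about 50%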
An asterisk follows results filed as active; · = no result given.

molecule	RAD52 inh	ARNT-TACC3 inh	esBAF inh	E-sel inducer	ERp5 block	Casp6 inh	PglD inh	RAD54 branch
CCN(C(=O)CSc1nccc(=O)[nH]1)c1cccc2ccccc12	7	-1	3	-0.3	-1	0	9	-5
COc1ccc(C)cc1NC(=O)c1ccc(S(=O)(=O)N2CCCCC2)cc1	-6	6	10	·	6	-1	-3	-2
Cc1csc2nc(CNC(=O)c3ccco3)cn12	·	-6	-10	·	·	·	6	-2
COc1ccc(-c2[nH]ncc2CN2CCCO2)c(F)c1	-6	1	-3	4.7	10	-1	-1	-4
O=C(Cn1ncc2c(=O)oc3ccccc3c21)N(Cc1ccco1)C1CCCCC1	-12	3	-8	·	-5	3	-1	4
CC(C)OC(=O)N(C)C[C@H]1OCc2ccccc2-c2c(n(C)c3ccccc23)C(=O)N([C@H](C)CO)C[C@H]1C	12	8	4	0.1	-6	2	6	6
CC(=O)Nc1sc(C)c(C)c1C(=O)OC(C)C	·	-2	-8	·	·	·	6	4
COc1ccccc1CN(C)C[C@@H]1OCc2ccccc2-c2c(n(C)c3ccccc23)C(=O)N([C@@H](C)CO)C[C@@H]1C	24	·	·	-3.4	-4	3	·	·
O=C(c1ccc2oc(Cc3ccc(Cl)cc3)nc2c1)N1CCCCC1CCO (stereo not given)	2	3	8	-0.4	4	2	1	-2
COc1ccc(CNC(=O)N[C@@H](CC(C)C)C(=O)O)cc1OC	-12	-3	·	·	13	2	·	·
CN(N=C(c1ccccc1)c1ccccc1)c1ccccc1	-10	17	-10	2.8	1	0	-1	-4
Cc1cc(C(=O)NCCCN2CC(C)CC(C)C2)n(-c2ccccc2)n1 (stereo not given)	11	-1	-47	0.2	3	-3	2	6
C[C@@H]1CN([C@@H](C)CO)S(=O)(=O)c2ccc(Br)cc2O[C@H]1CN(C)Cc1cccnc1	6	-2	2	-0.3	3	-5	-1	5
COc1ccccc1C(C(C(=O)c1ccccc1)N1CCOCC1)N1CCOCC1 (stereo not given)	-99	-6	5	-0.1	5	-2	7	-4
CC(C)C[C@H](NC(=O)c1nc[nH]c1C(=O)NC1CCNCC1)C(=O)OC(C)(C)C	-2	0	-1	0.1	1	6	1	-2
Cc1ccc2nc(SCC(=O)c3ccccc3)nc(=O)n2c1	-9	1	68*	·	5	-3	·	·
Cc1cccc(NC(=O)Nc2ccc3c(c2)C(=O)N(C)[C@@H]2CC[C@@H](CC(=O)NCc4ccccc4Cl)O[C@H]2CO3)c1	-11	13	5	0.1	-7	-3	-1	-7
Cc1ccc(-c2ccc(/C=C(\C#N)C(N)=S)n2C)cc1	-14	-5	·	4.7	-5	4	·	·
Cc1noc(NS(=O)(=O)c2ccc(NC(=O)c3ccc(Cl)c(S(=O)(=O)N(C)c4ccccc4)c3)cc2)c1C	-16	7	·	-0.1	-2	5	6	1
CC(=O)N1C[C@@H]2[C@H](c3ccccc31)[C@@H](CO)N2C(=O)CC1CC1	9	-1	-5	-0.2	-1	0	11	0
COc1ccc2c3c([nH]c2c1)[C@H](CO)N(C(=O)C1CC1)CC31CN(C(=O)c2ccncc2)C1	-2	·	·	-0.1	11	1	·	·
Cc1cccc(C)c1OCCNC(=O)OCc1ccccc1	1	-30	-1	·	-3	0	-2	-2
CCCNC(=O)N[C@H]1CC[C@H](CCNS(=O)(=O)c2cccc(F)c2)O[C@H]1CO	-11	-2	-2	0.0	1	-10	6	3
COC(=O)CSc1nnc(-c2ccc(NS(=O)(=O)c3ccccc3)cc2)o1	·	-5	1	·	·	·	-4	-1
S=C1CCC(c2ccc(Br)cc2)=NN1c1ccccc1	-23	6	·	3.4	6	-4	·	·
CCSc1nnc(NC(=O)c2ccc(S(=O)(=O)N(C)C)cc2)s1	-2	-1	·	·	-3	2	·	·
COCCNC(=O)C[C@H]1C[C@@H]2c3cc(N(C)C)ccc3O[C@@H]2[C@@H](CO)O1	-70	·	-4	-0.1	-3	8	-1	-8
COC(=O)C[C@@H]1CC[C@@H]2[C@H](COC[C@@H](O)CN2C(=O)Nc2ccccc2OC)O1	-14	5	-3	0.1	-1	1	2	-1
CCCS(=O)(=O)C/C(N)=N/OC(=O)c1ccccc1Cl	-25	·	·	·	2	-1	4	-1
C[C@H](CO)N1C[C@H](C)[C@@H](CN(C)C(=O)Nc2ccc(C(F)(F)F)cc2)Oc2c(NS(C)(=O)=O)cccc2C1=O	-6	-14	-5	·	0	1	0	1
COc1cc(S(=O)(=O)N(Cc2cccs2)CC2CCCO2)ccc1-n1cnnn1 (stereo not given)	6	-5	-8	·	-4	-1	-3	-5
Cc1cc(NC(=O)c2cccs2)ncc1NC(=O)C(C)C	-21	-14	19	·	3	0	1	-9
COc1ccc(CCC(=O)NCC2CCCCC2)cc1OC	-1	-7	16	-0.2	6	-1	·	-5
C[C@H]1CN([C@@H](C)CO)C(=O)c2cc(N(C)C)ccc2O[C@H]1CN(C)C(=O)Nc1cccc2ccccc12	-7	2	-5	11	-1	2	2	-3
Cc1csc(=O)n1CCC(=O)N(C)Cc1c(F)cccc1Cl	3	12	·	-0.2	0	-3	-1	-1
Cc1c(N)cc2c(c1N)C(C)(C)CC2(C)C	-2	44	1	0.4	6	0	-2	3
CCC(Sc1nc(-c2ccccc2)c(-c2ccccc2)[nH]1)C(=O)O (stereo not given)	-5	4	-8	0.7	5	-3	2	-23
CC(=O)Nc1ccc(NC(=O)C(C)n2nc([N+](=O)[O-])c(Br)c2C)cc1 (stereo not given)	-12	5	-2	·	-5	·	0	5
O=C(C[C@H]1CC[C@@H]2[C@H](COC[C@H](O)CN2Cc2nccs2)O1)NCc1ccc(Cl)cc1	0	5	-9	0.2	-6	-4	1	3
CNC(=O)C[C@H]1CC[C@@H]2[C@H](COc3ccc(NC(=O)Nc4ccc(F)c(F)c4)cc3C(=O)N2C)O1	2	-8	5	-0.1	-3	0	1	0
CC1(C)CC(=O)C(C(C2=C(O)CC(C)(C)CC2=O)c2ccc(Cl)c([N+](=O)[O-])c2)C(=O)C1 (stereo not given)	-1	-4	·	·	3	-2	·	·
O=C(NC1CCCc2c1cnn2-c1ccc(F)cc1F)c1ccccn1 (stereo not given)	-42	3	·	0.0	0	-1	·	·
CCOC(=O)c1nn(-c2ccccc2C)c(=O)cc1OCC(=O)N1CCN(c2ccccc2)CC1	-2	3	2	-0.1	4	-1	·	·
CC(Sc1nnc(Nc2ccccc2F)s1)C(=O)NC1CC1 (stereo not given)	1	-11	12	-0.3	0	4	-3	7
COc1ccc(N(CC(=O)O)S(=O)(=O)c2ccccc2[N+](=O)[O-])c(OC)c1	0	-1	·	·	3	-2	·	·
COc1cc(/C=C2\CCC/C(=C\c3ccc(O)c(OC)c3)C2=O)ccc1O	-13	-12	9	-0.3	-2	17	-15	-21
Cc1occc1C(=O)Nc1ccccc1NC(=O)c1ccoc1C	·	-6	-4	·	·	·	8	-16
COc1ccc(S(=O)(=O)NCCSc2ccc(Cl)cc2)cc1OC	-6	0	-1	·	-7	1	-1	-9
COc1ccccc1NS(=O)(=O)c1cccc2nsnc12	-8	-3	·	·	-3	-1	·	·
Cc1noc(C)c1NC(=O)Nc1ccc2c(c1)C(=O)N([C@H](C)CO)C[C@@H](C)[C@@H](CN(C)C(=O)Nc1c(C)noc1C)OCCCC[C@@H](C)O2	3	-1	-4	-0.1	1	-1	7	-9

Following part
Each structure is followed by: RAD52 inh, ARNT-TACC3 inh, esBAF inh, E-sel inducer, ERp5 block, Casp6 inh, PglD inh, RAD54 branch
> C/C(=N\O)c1c(C)c2ccccc2n1C
→ ·, 0, -1, ·, ·, ·, -3, -9
> COc1cccc(CNC(=O)c2cccnc2Sc2ccccc2)c1
→ -4, -6, 4, 0.5, -3, -1, -1, 0
> O=C(/C=C/c1cccc(F)c1)OCC(=O)N1CCCc2ccccc21
→ -3, -5, 1, -2.4, 2, 6, 2, -3
> CN1CCC[C@H]1CCNC(=O)c1c(-c2ccsc2)sc2ccccc12
→ -20, -1, 11, -0.7, -7, ·, 1, 9
> Cc1ccc(OCC(=O)N(C)CC(=O)Nc2cccc(F)c2)cc1
→ 1, -10, -6, -4.6, -1, 2, -2, -14
> Cc1cc(C)c(NC(=O)c2oc3ccccc3c2COc2ccccc2)c(C)c1
→ -3, -5, ·, -0.2, 6, -3, ·, ·
> Cc1ccc(N2/C(=N/c3nc(C)cc(C)n3)NC(=O)CC2C(=O)O)cc1 (stereo not given)
→ ·, -11, -2, ·, ·, ·, -6, 6
> CCCN1C(=O)C2(C(C(=O)c3ccc(C)o3)=C(O)C(=O)N2CCCOC)c2ccccc21 (stereo not given)
→ -6, 2, ·, 1.8, 1, -3, ·, ·
> FC(F)(F)c1ccccc1CN1CCCC(N2CCN(c3ccccc3)CC2)C1 (stereo not given)
→ -7, 13, -8, ·, -3, 1, 4, -20
> CNC(=O)C[C@@H]1CC[C@H]2[C@@H](COC[C@@H](O)CN2Cc2ccccc2F)O1
→ 3, 3, -1, 0.5, -4, 2, -7, 0

Retrieved by compound from the entries so far (seven):
Each structure is followed by: RAD52 inh, ARNT-TACC3 inh, esBAF inh, E-sel inducer, ERp5 block, Casp6 inh, PglD inh, RAD54 branch
> CC(=O)Nc1ccc(NC(=O)C(C)n2nc([N+](=O)[O-])c(Br)c2C)cc1 (stereo not given)
→ -12, 5, -2, ·, -5, ·, 0, 5
> COc1ccc(N(CC(=O)O)S(=O)(=O)c2ccccc2[N+](=O)[O-])c(OC)c1
→ 0, -1, ·, ·, 3, -2, ·, ·
> Cc1noc(NS(=O)(=O)c2ccc(NC(=O)c3ccc(Cl)c(S(=O)(=O)N(C)c4ccccc4)c3)cc2)c1C
→ -16, 7, ·, -0.1, -2, 5, 6, 1
> Cc1c(N)cc2c(c1N)C(C)(C)CC2(C)C
→ -2, 44, 1, 0.4, 6, 0, -2, 3
> COc1cc(/C=C2\CCC/C(=C\c3ccc(O)c(OC)c3)C2=O)ccc1O
→ -13, -12, 9, -0.3, -2, 17, -15, -21
> S=C1CCC(c2ccc(Br)cc2)=NN1c1ccccc1
→ -23, 6, ·, 3.4, 6, -4, ·, ·
> COc1ccccc1CN(C)C[C@@H]1OCc2ccccc2-c2c(n(C)c3ccccc23)C(=O)N([C@@H](C)CO)C[C@@H]1C
→ 24, ·, ·, -3.4, -4, 3, ·, ·

New compounds follow
Each structure is followed by: RAD52 inh, ARNT-TACC3 inh, esBAF inh, E-sel inducer, ERp5 block, Casp6 inh, PglD inh, RAD54 branch
> O=C(C1CCCC1)N1CC2(C1)[C@H](c1ccccc1)[C@@H](CO)N2Cc1ccc(Cl)cc1
→ -30, ·, ·, -0.1, 1, 0, ·, ·
> Cc1ccc(/C=N/NC(=O)c2nnn(-c3nonc3N)c2CSc2ccccc2)cc1
→ -15, -13, ·, -0.1, 4, -1, ·, ·
> C[C@H](CO)N1C[C@H](C)[C@H](CN(C)C(=O)NC2CCCCC2)Oc2ccc(NC(=O)c3ccncc3)cc2CC1=O
→ -16, -1, 4, 0.0, 5, -4, 0, 2
> Oc1cc(CNCc2ccccc2)c(O)cc1CNCc1ccccc1
→ -6, -1, ·, -0.1, 7, -1, 1, 3
> COc1cc([C@@H]2[C@H]3CNCC=C3C(C#N)=C(N)C2(C#N)C#N)ccc1OC(C)C
→ ·, 8, 8, ·, ·, ·, -4, -4

Source: PubChem
